# mouse EphA4 binding: EphA4 ligand-binding antagonists – biochemical, colorimetric, mouse EphA4, primary screen (AID 689) | EphA4-AP binding to KYL peptide, pNPP A405; higher % means a stronger effect | one-dose inhibition, % at 10 µM; IC50 in µM for titrated hits | actives 0.1% (n = 62,000); in the data active means a potency from the dose series; inactive means the rest, 99 in 100 with inhibition below about 22%
# The depositor's hits bear a star; & = joins results of further samples. This is a subset; rates above refer to the full screens.
SMILES	mouse EphA4 binding
C=CCN1C(=O)/C(=C/c2cccc([N+](=O)[O-])c2)C(=O)NC1=S	-3%
COCCn1c(-c2ccccc2)nc2oc3ccccc3c(=O)c2c1=O	-9%
O=C(NCc1ccncc1)c1ccc(Cl)c(S(=O)(=O)N2CCOCC2)c1	-5%
CC(=O)N1c2ccccc2CC(N2CCCCC2)c2ccccc21 (stereo not drawn)	-6%
COC(=O)N/N=C(\C)c1ccccc1Br	1%
N#Cc1c(N)nc2c(c1N)CC(COc1ccccc1)O2 (stereo not drawn)	-6%
CO/N=C/C(C#N)c1ncc(C(F)(F)F)cc1Cl (stereo not drawn)	-1%
CN1CCN(C(=O)C23CCC(C)(c4nc5ccccc5nc42)C3(C)C)CC1 (stereo not drawn)	-4%
O=C(CSc1nnc2sc3ccccc3n12)NCc1ccco1	-5%
COc1ccc(C(=O)Nc2cc(C)cc(C)c2)cc1S(=O)(=O)N1CCOCC1	-6%
O=P(O)(CCCP(=O)(O)CCc1ccccc1)CCc1ccccc1	3%
CCOC(=O)C1CCCN(C(=O)C2CCCN(S(C)(=O)=O)C2)C1 (stereo not drawn)	-8%
O=C(CCNS(=O)(=O)c1cccc2nonc12)N1CCN(c2cccc(Cl)c2)CC1	0%
O=C(Cc1ccc(Br)cc1)Nc1ccccc1	1%
COc1ccc(Sc2nnc(-c3ccccc3)cc2C#N)cc1	-8%

# 4 entries from above, with values ahead of the structure:
mouse EphA4 binding,mol
3%,O=P(O)(CCCP(=O)(O)CCc1ccccc1)CCc1ccccc1
-8%,CCOC(=O)C1CCCN(C(=O)C2CCCN(S(C)(=O)=O)C2)C1 (stereo not drawn)
0%,O=C(CCNS(=O)(=O)c1cccc2nonc12)N1CCN(c2cccc(Cl)c2)CC1
1%,O=C(Cc1ccc(Br)cc1)Nc1ccccc1

# The results go on.
SMILES	mouse EphA4 binding
Cc1noc(C)c1COC(=O)COc1ccc2c(C)cc(=O)oc2c1	4%
CCCOC(=O)CCc1n[nH]c(=O)[nH]c1=O	-12%
O=C(COC(=O)C1(c2ccccc2F)CCCC1)N1CCN(C(=O)c2ccco2)CC1	-31%
Cc1ncc(N=Nc2ccccc2Cl)c(-c2ccccc2)n1	-12%
CCOc1ccccc1NC(=O)C(=O)NCC1CCCN1CC (stereo not drawn)	-10%
N#Cc1ccccc1N=C1CCCN1Cc1ccccc1	-11%&-4%
CCOC(=O)CC(N)c1ccc2c(c1)OCO2 (stereo not drawn)	0%
C=CCn1c(-c2cccnc2Cl)nc2cc(Cl)c(Cl)cc21	-4%
NC(=O)c1ccccc1N=Cc1ccccn1	-3%
Cc1csc(=O)n1CCC(=O)O	6%
COc1ccc(C2C3=C(CC(C)(C)CC3=O)Oc3ncn(CC(C)C)c(=N)c32)cc1 (stereo not drawn)	39%
O=C(Nc1cccc(Oc2ccc3c(c2)C(=O)N(c2ccccc2)C3=O)c1)c1cccc([N+](=O)[O-])c1	8%
O=C(/C=C/c1cc2c(cc1Br)OCO2)c1ccc(Cl)cc1	2%
CCOc1c2ccc(C(=O)NCc3ccc(C)cc3)cc2nn1CC	-9%
CC(C)OC(=O)NCN1C(=O)C2C3C=CC(C3)C2C1=O (stereo not drawn)	-2%
COc1ccc(/C=C(\NC(=O)c2ccc(Cl)cc2)C(=O)NCC2CCCO2)cc1OC (stereo not drawn)	-8%
COc1cc2c(cc1OC)-c1nc3ccccc3c(=O)n1C(C)(C)C2	-2%
COc1ccc2c(c1)-c1ccccc1S(=O)(=O)N2C(C)=O	26%
COc1ccc(C(=O)Nc2cc(OC)cc(OC)c2)cc1	-6%
Cc1ccc2nc(-c3ccccn3)oc2c1	-7%
CC(=O)Nc1ccc(S(=O)(=O)N2CCCCC2c2cccnc2)cc1 (stereo not drawn)	4%
CCOC(=O)CSc1nccc(N(C)C)c1C#N	1%
Cn1c(C(=O)NCCCN2CCN(c3ccccc3F)CC2)cc2c(=O)n(C)c3ccccc3c21	-1%
CCOC(=O)CNC(=O)CSc1nnc(-c2ccco2)n1N	-27%
COc1nc(Oc2ccc(C(=O)O)cc2)nc(Oc2ccc(C(=O)O)cc2)n1	7%
CCN(CC)C(=O)C1CCN(S(=O)(=O)c2ccc3oc4ccccc4c3c2)CC1	5%
COCc1cc(=O)[nH]c(Nc2nc3ccccc3o2)n1	-8%
CCN(CC)C(=O)CSc1nc2ncccc2[nH]1	-7%
COc1ccc(CCNS(=O)(=O)c2ccc(OC)cc2)cc1	-6%
CCCCOc1ccc(/C=c2\sc3ncnn3c2=O)cc1	-1%
O=C1CC(c2ccccc2)Sc2nc3ccccc3n21 (stereo not drawn)	-10%
CC(C)(C)c1cc(NCCCn2ccnc2)n2ncc(-c3ccc(Cl)cc3)c2n1	-6%
Cc1c(Cl)c(C(F)(F)F)nn1CC(=O)Nc1ccccc1C(F)(F)F	0%
CC(C)C(=O)Nc1ccc(Nc2ccccc2)cc1	7%
COc1ccc(/C=C(\C#N)c2nc3ccc(C)cc3[nH]2)cc1Oc1ccc(C(F)(F)F)cc1[N+](=O)[O-]	-14%
O=C1C(=O)N(Cc2ccccc2)C(c2cccc(F)c2)/C1=C(/O)c1ccccc1 (stereo not drawn)	8%
CC(/C=N/N1CCN(c2ccccc2)CC1)=C\c1ccco1	-11%
CCN=c1sc(C(=O)NCCc2ccccc2)cc(=O)n1CC	6%
COc1ccc(C(=O)Nc2ccc([N+](=O)[O-])cc2C)cc1	-2%
Cn1cccc1Cc1nnc(SCC(=O)N2CCCC2)n1CCc1ccccc1	-2%
Cc1cc(C)cc(N2C(=O)CC(Sc3nnnn3-c3ccccc3)C2=O)c1 (stereo not drawn)	4%
COc1ccc(NC(=O)c2cncc(Br)c2)c(S(=O)(=O)N2CCOCC2)c1	-8%
Cc1cccc(-c2c3c(=O)n(C)c(=O)n(C)c3cn2-c2ccccc2O)c1	-8%
Cn1c(=O)c(=O)n(C)c2cc(S(=O)(=O)NCCc3ccccc3)ccc21	-16%
Cc1[nH]nc2c1C(CCc1ccccc1)C(C#N)=C(N)O2 (stereo not drawn)	-8%
COc1ccccc1NC(=O)N1CCc2[nH]c3ccc(Cl)cc3c2C1	-7%
C=CCn1c(SCC(=O)N2CCN(c3ccccc3)CC2)nnc1-c1ccco1	2%
O=C(NC(C(=O)NCCN1CCOCC1)C12CC3CC(CC(C3)C1)C2)C1CCCCC1 (stereo not drawn)	-4%
Clc1cccc(Cl)c1CSc1cc2c(nn1)-c1ccccc1CC2	-5%
O=C(Nc1ccccc1-c1nnc(SCc2ccccc2Cl)o1)c1ccccc1	6%
COc1ccc(CNC(=O)C2CSCCS2)cc1 (stereo not drawn)	1%
CCCc1ccc(Oc2c(-c3ccc(O)c(C)c3O)n[nH]c2C)cc1	4%
CCCc1cc(=O)oc2c(CN3CCOCC3)c(O)ccc12	2%
CCn1cc(C(=O)NCc2ccc3c(c2)OCO3)c(=O)c2cc(S(=O)(=O)N3CCOCC3)ccc21	7%
O=C(O)CC(NS(=O)(=O)c1ccc(F)cc1)c1ccccc1 (stereo not drawn)	-4%
COc1ccc(C(=O)n2c(-c3ccco3)nc3ccccc32)cc1	6%
CCOC(=O)CC(=O)CSc1nnc2c(n1)[nH]c1ccccc12	-20%
O=C(N/N=C/c1c(Cl)cccc1Cl)c1ccc(F)cc1	-9%
CN(C)/C(=N/OC(=O)c1ccc([N+](=O)[O-])cc1)c1nonc1N	-9%
COc1ccc(Sc2nnc(Cc3ccccc3)c3ccccc23)cc1	-6%

# Other entries follow.
SMILES	mouse EphA4 binding
O=C(NCCCN1CCCCC1)c1ccc2c(c1)NC(=O)C(N1CCCCC1)S2 (stereo not drawn)	-1%
COC(=O)c1cc(NC(=O)c2cccc(Cl)c2Cl)cc(C(=O)OC)c1	-6%
COc1ccc2[nH]cc(C(=O)CN3CCN(C/C=C/c4ccccc4)CC3)c2c1	8%
COC1(OC)N=C(N)C2(C#N)C(c3ccc(C)cc3)C12C#N (stereo not drawn)	-12%
COc1ccc(Cl)cc1C(=O)Nc1cccc(C)n1	-7%
O=[N+]([O-])c1cccc(-c2nc(-c3ccc(Cl)cc3)no2)c1	7%
Nc1nc(SCC(=O)C23CC4CC(CC(C4)C2)C3)n[nH]1	1%
Cc1c(OCC(=O)O)ccc2c1oc(=O)c1ccccc12	-10%
Cc1cc(NC(=O)CSc2nnc(-c3cccs3)n2N)no1	9%
O=C(Nc1ccc2c(c1)OCO2)C1Cc2ccccc2CN1S(=O)(=O)c1cccs1 (stereo not drawn)	-1%
CCCC1C(c2ccccc2)NC(c2ccccc2)C(C)C1(O)CCC (stereo not drawn)	-17%
Cc1cccc(C(=O)Nc2ccccc2-c2nnn(CC(=O)Nc3ccc4c(c3)OCCO4)n2)c1	-5%
C=CCn1c(=O)c2ccccc2n2c(SCc3nc(N)nc(Nc4ccccc4C)n3)nnc12	6%
Cc1cc(C)c2c3c(sc2n1)C(=O)N(Cc1ccccc1)CC(=O)N3	-3%
Cc1ncsc1CCOC(=O)C12CC3CC(CC(C3)C1)C2	-10%
CC(O)CNc1nc2c(c(=O)n(C)c(=O)n2C)n1Cc1cccc(Br)c1 (stereo not drawn)	10%
COc1cccc2sc(NC(=O)c3ccc(Br)s3)nc12	9%
COc1ccc2oc(=O)c(C(=O)NCC3CCCO3)cc2c1 (stereo not drawn)	-14%
CCCCNc1c(C(=O)OCC)c(=O)[nH]c2ccccc12	-8%
CC(C)C1=CC(=NS(=O)(=O)c2cccc([N+](=O)[O-])c2)C=C(C(C)C)C1=O	-17%
COc1ccc(-n2c(C)ccc2C)c(N)c1	3%
CC1=C(C(=O)OCC2CCCO2)C(c2ccncc2)C2=C(CCCC2=O)N1 (stereo not drawn)	-14%
O=C(CSc1nc2ccccc2[nH]1)N1CCN(c2ccccc2)CC1	-6%
COc1ccc(-c2nnn(CC(=O)c3ccccc3)n2)cc1OC	-3%
Nc1nnnn1N=C1CCCCC1	0%
CCn1cnc2sc(C(=O)N3CCN(c4ccc(OC)cc4)CC3)c(C)c2c1=O	-23%
CC(=O)/C=C(/C)NC(Cc1c[nH]c2ccccc12)C(=O)O (stereo not drawn)	-7%
COc1cccc(CNC(=O)C2CCCN(c3nc4ccccc4o3)C2)c1 (stereo not drawn)	-3%
COc1ccc(C2(C(=O)NCc3ccco3)CCCC2)cc1OC	-21%
COc1ccccc1Oc1cc(C#N)c(C#N)cc1-n1nnc2ccccc21	-9%

# The last 3 records of the section above come first, to join the parts.
SMILES	mouse EphA4 binding
COc1cccc(CNC(=O)C2CCCN(c3nc4ccccc4o3)C2)c1 (stereo not drawn)	-3%
COc1ccc(C2(C(=O)NCc3ccco3)CCCC2)cc1OC	-21%
COc1ccccc1Oc1cc(C#N)c(C#N)cc1-n1nnc2ccccc21	-9%
Cc1cc(-c2ccccc2)c2nncn2n1	-7%
Cc1cc(C)n2nc(C(=O)N3CCOCC3)nc2n1	0%
Cc1ccc(CNC(=O)C2CC(=O)N(C3CCCCCCC3)C2)cc1 (stereo not drawn)	-12%
Nc1nnnn1/N=C/C=C/c1ccccc1	4%
COc1cc(-c2noc(/C=C/c3ccccc3)n2)cc(OC)c1OC	-1%
CCn1ccnc1C(O)c1cccc(OC)c1OC (stereo not drawn)	2%
CC(C)Sc1nc2c(c(=O)[nH]c(=O)n2C)n1C	-21%
Cc1ccc(-c2nnc(Nc3ccc(CC(N)=O)cc3)c3ccccc23)cc1	-3%
O=[N+]([O-])c1ccc(N2CCOCC2)cc1NCCc1ccccc1	-1%
O=C(Oc1ccc(Cl)cc1)c1c(F)cccc1F	-3%
O=C(Nc1ccc(F)cc1)c1cc2ccccc2oc1=O	-8%
COCCNC(=O)C(c1cccs1)N(C(=O)Cn1nnc2ccccc21)c1cccc(C)c1 (stereo not drawn)	6%
Brc1ccc(/C=N/Nc2ccc3ccccc3n2)cc1	-2%
CCn1c(CNC(=O)c2cccs2)nnc1SCC(=O)Nc1cc(Cl)ccc1C	-5%
C/C(CC(=O)NCc1ccco1)=N\NC(=O)Cc1ccc(Cl)cc1	-6%

# Three records picked at random from those above:
SMILES	mouse EphA4 binding
Nc1nnnn1/N=C/C=C/c1ccccc1	4%
O=C(Nc1ccc(F)cc1)c1cc2ccccc2oc1=O	-8%
COc1cc(-c2noc(/C=C/c3ccccc3)n2)cc(OC)c1OC	-1%

# (further entries)
SMILES	mouse EphA4 binding
Cc1c(N(C)C(=O)c2ccccc2F)c(=O)n(-c2ccccc2)n1C	0%
CCN(CC)CCCNC(=O)Cn1nc(-c2ccccc2)ccc1=O	-7%
O=C(CCCOc1ccccc1)Nc1nncs1	8%
Cc1noc(C)c1C(=O)N1CCOCC1	-3%
CC(NC1CCCC1)C(=O)Nc1ccccc1-c1ccccc1 (stereo not drawn)	-6%
Cc1ccc(CN2CCN(/N=C/c3ccccc3C)CC2)cc1	8%
COc1ccc(CCNC(=O)Cc2cc(OC)c(OC)cc2[N+](=O)[O-])cc1OC	5%
CCCNC(=O)Nc1cc(OCC)c(N2CCOCC2)cc1OCC	4%
CSc1nc(C)cc(-n2cc(F)c(=O)[nH]c2=O)n1	-12%
COc1ccc(OC)c(CN2CCCC(CO)C2)c1 (stereo not drawn)	-29%
O=C(CN1CCC(C(O)(c2ccccc2)c2ccccc2)CC1)Nc1cc(Cl)ccc1Cl	7%
COC(=O)C1CCN(C(=O)c2cc(OC)c(OC)c(OC)c2)CC1	-3%
C=CCNC(=S)NNc1ncnc2sc3c(c12)CC(C)(C)OC3	-11%
Cc1cc(=O)[nH]c2c1c(C)nn2-c1ccccc1	-10%
COc1cc(/C=C(\C#N)c2nc3ccc(C)cc3[nH]2)c([N+](=O)[O-])cc1OC	-9%
